PriA SSB inh: inhibitors of Klebsiella pneumoniae PriA binding to SSB C-terminal tail, primary screen, biochemical, AlphaScreen; PriA–SSB C-terminal tail interaction (Klebsiella pneumoniae); AlphaScreen SSBct-PriA binding, biotinylated peptide; inhibition, % at 33 µM; 430,000 compounds, 0.6% hits; AID 1272365, 2023; in the data active = inhibition mostly above about 37%, no sharp cut-off; inactive = mostly below about 20%;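 also: plate controls were negative control peptide for no effect and reference peptide for full effect; strong numbers were not always called active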
Starred values were filed as active, the others as inactive; & = joins results of further samples. This is a subset. The share of hits here may be higher or lower than overall.

SMILES	PriA SSB inh
Cc1ccc(NC(=O)c2oc3ccccc3c2NC(=O)c2cccc(Br)c2)cc1C	-4
NC(=O)c1oc2ccccc2c1NC(=O)C(=O)NCc1ccccn1	8
Cn1cc(C(=O)Nc2ccsc2-c2nc(C3CC3)no2)nn1	-5
O=C(Cc1cccs1)Nc1nc(-c2cc(Cl)sc2Cl)cs1	-5
O=C(NN=Cc1ccccc1O)NC12CC3CC(CC(C3)C1)C2	-1
O=C(NCC1CCN(Cc2ccccc2)CC1)C(=O)Nc1ccc(F)cc1F	-1
COC(C)(CNC(=O)C1COc2ccccc2O1)c1cccc(Cl)c1 (stereo not given)	-11
COc1ccccc1OCC#CCNC(=O)NC(C)C	-15
O=C(Nc1cccc(Oc2c(F)c(F)c(F)c(F)c2F)c1)N1C[C@@H]2C[C@H](C1)c1cccc(=O)n1C2	4
O=C(CSc1nc2ccccc2s1)OCC(=O)c1cccc([N+](=O)[O-])c1	10
CC(NC(=O)CSc1cccc2cccnc12)c1ccccc1 (stereo not given)	49
COC(=O)N1CCC(CNC(=O)c2cc3ccccc3s2)CC1	0
COc1ccc(C(O)=C2C(=O)C(=O)N(Cc3cccnc3)C2c2ccc(Cl)c(Cl)c2)cc1F (stereo not given)	4
COc1ccc2c(C(F)(F)F)cc(SCc3cn4cc(C)ccc4n3)nc2c1	-14
O=C(NCCn1nc(-c2cccs2)ccc1=O)c1ncc(-c2ccccc2)o1	2
Cc1cc(C)c(NC(=O)C(=O)NCCc2ccc(N3CCCC3)cc2)c(C)c1	0
O=C(NC1CCSC1=O)C1CCN(c2ccc(-n3cncn3)nn2)CC1 (stereo not given)	13
Cc1nn(C)c(C)c1S(=O)(=O)NCCn1ccc(-c2ccccn2)n1	0
CC(=NNc1ccc(Cl)c(C(=O)O)c1)c1ccccn1	-5
ICC1C[n+]2c(SCc3ccccc3)nc3sc4c(c3c2O1)CCCC4 (stereo not given)	-4
O=C(c1ccsc1)c1ccc(CNC(=O)C2(c3cccs3)CCCC2)s1	-2
O=C(C(=O)N1CC=C(c2ccccc2)CC1)c1cn(CC(=O)N2CCOCC2)c2ccccc12	11
O=C(NN=Cc1ccccn1)c1ccc(Br)o1	-3
CCOC(=O)C1=C(C)NC(=S)NC1c1ccc(-c2ccccc2Cl)o1 (stereo not given)	1
Nc1c(C(=O)Nc2ccccc2C(F)(F)F)c2ccccn2c1C(=O)c1cccs1	-11
CCC(C)Sc1nnc(CSc2nc(C)cc(C)n2)n1-c1ccc(F)cc1 (stereo not given)	-3&4
COc1cccc(-c2cn3c(C(=O)Nc4nc5ccccc5s4)csc3n2)c1	-10&-8
CCOC(=O)c1c(NC(=O)Nc2ccc(OC)cc2)sc(C)c1C	-14
c1csc(-c2ccc(N3CCNCC3)nn2)c1	3
Cc1nn(C2CCS(=O)(=O)C2)c2nc(-c3ccccc3)cc(C(=O)NCCc3ccc(F)cc3)c12 (stereo not given)	-2
O=c1c2cc3c(cc2nc(SCc2nc(-c4ccc(Cl)cc4)no2)n1C[C@H]1CCCO1)OCO3	1
CSc1ccc(C(O)CNC(=O)C(=O)NCc2ccccc2)cc1 (stereo not given)	-13
COc1cc(N2CCNCC2)nc(OC)n1	-14
COc1cc(OC)cc(C(=O)NCCN2CCN(c3ccccc3F)CC2)c1	-7
CCn1c(SCC(=O)NN=C/C=C/c2ccccc2[N+](=O)[O-])nnc1-c1ccccc1	9
Clc1ccc(-n2ncc3c(NCc4ccccn4)ncnc32)cc1Cl	-13&9
COc1ccc([N+](=O)[O-])cc1C=NNc1nc(N2CCCCC2)nc(N2CCCCC2)n1	-21
Cc1cccc(N=C2NC(=O)/C(=C/c3cccs3)S2)c1C	14
Cc1c(C(O)=C2C(=O)C(=O)N(CCN(C)C)C2c2ccc(F)cc2)cnn1-c1ccccc1 (stereo not given)	-1
Cc1oncc1C(=O)NCCn1ccc(-c2ccccn2)n1	0
Nc1ncnc(Nc2cccc3ccccc23)c1[N+](=O)[O-]	-16
Cc1nc2ncccc2c(=O)n1-c1ccc(F)c(NC(=O)c2ccccc2Br)c1	-16
O=C(c1ccc(S(=O)(=O)N2CCOCC2)cc1)N(Cc1ccccn1)c1nc2c(Cl)cccc2s1	2
Cc1cn2c(nc3c2c(=O)n(Cc2c(Cl)cccc2Cl)c(=O)n3C)[nH]1	-12
NC(=O)c1ccccc1OCC#CCNC(=O)c1ccc(OC(F)(F)F)cc1	-7
COc1cc(C(=O)Nc2ccc(Oc3ccccc3)cc2)on1	-23
Cc1ccc(C=NNC(=O)c2ccncc2)cc1	-7
Cc1nn(C(=O)N(c2ccccc2)c2ccccc2)c(C)c1Cl	9
COc1cccc(C(=O)Nc2sc3c(c2C#N)CCC(C)C3)c1OC (stereo not given)	-1
CC1CN(S(=O)(=O)c2ccc(C(=O)N(CCN(C)C)c3nc4cc5c(cc4s3)OCCO5)cc2)CC(C)O1 (stereo not given)	15
NC(=NOC(=O)C1CCCCC1)c1cccnc1	-12
Cc1ccc(C)c2sc(NC(=O)c3ccc(Cl)s3)nc12	3
O=S(=O)(NCC1CCN(c2nc3ccccc3s2)CC1)c1ccccc1Cl	-1
COc1cccc([C@H](C2Sc3nc(C)nn3C2=O)N2CCN(c3cccc(Cl)c3)CC2)c1 (stereo not given in full)	5
COc1ccccc1N1CCN(CCNS(=O)(=O)c2cccc(Cl)c2)CC1	-15&-2
O=C(Nc1ccc(C(F)(F)F)cc1[N+](=O)[O-])c1ccccc1	68
CC(=O)C(Sc1nc2nc(C)cc(C)n2n1)C(C)=O	0
CCOC(=O)c1ccc(NC(=O)c2cn(-c3ccccc3)nc2-c2ccc([N+](=O)[O-])cc2)cc1	-5
Cc1ccc(-c2ccc(SCC(=O)NCc3ccco3)nn2)cc1	1
CCN(CC)CCCNc1nc(N)c([N+](=O)[O-])c(N2CCCC2)n1	-8
Next part:
SMILES	PriA SSB inh
COc1cc(NC(=O)Cn2cnc(C(C)C)cc2=O)cc(OC)c1	-8
COc1ccc(Cl)c2sc(NC(=O)Nc3c(F)cccc3F)nc12	-23
O=C(Cc1ccccc1Cl)NC[C@@](O)(c1ccccc1)C1CC1	-6
O=C(O)c1cccc(NN=Cc2cccs2)c1	-1
COc1cc(COCC2CCN(C(=O)Nc3ccccc3C(F)(F)F)CC2)cc(OC)c1	-15
CCN1C(=O)CC(c2ccccc2)Sc2ccccc21 (stereo not given)	9
O=C(CSc1nnc2[nH]c(=O)cc(-c3ccccc3)n12)NCC1CCCO1 (stereo not given)	3
O=C(NCCc1c[nH]c2ccccc12)c1cc(=O)c(OCc2ccccc2)co1	-6
COc1cccc(C(=O)NCCCn2ncccc2=O)c1OC	5&5
COc1ccccc1CNC(=O)C(=O)c1c(C)n(C)c2ccccc12	-1
c1ccc2cc(Cn3c(Cc4cccc5ccccc45)nc4ccccc43)ccc2c1	-7&0
Cc1cc(OCC(=O)NCCc2ccccc2)ccc1C(C)C	-56&-16
Cc1nn(-c2ccccc2)cc1C=NO	-17
O=C(CCc1nnc2c(N3CCCCC3)nc3ccccc3n12)NCc1ccc2c(c1)OCO2	-13
CCOc1ccc(CC(=O)NCCc2ccoc2)cc1	-2
c1ccc2sc(C34CC5CC(CC(C5)C3)C4)nc2c1	-15
COc1cccc(C=NNc2ccc(C(=O)O)cc2)c1O	-11
COc1ccc(-c2noc(Cn3ccn4nc(-c5cccs5)cc4c3=O)n2)cc1	-2
Cc1cc(C)n(-c2cc(NC(=O)CCn3ccc(=O)[nH]c3=O)ncn2)n1	-10
COC(=O)C1CC(Oc2ccccc2F)CN1S(=O)(=O)c1ccccc1C(F)(F)F (stereo not given)	-8

5 of these compounds in another layout:
Molecule | PriA SSB inh
O=C(Cc1ccccc1Cl)NC[C@@](O)(c1ccccc1)C1CC1 | -6
O=C(O)c1cccc(NN=Cc2cccs2)c1 | -1
COc1cc(COCC2CCN(C(=O)Nc3ccccc3C(F)(F)F)CC2)cc(OC)c1 | -15
CCN1C(=O)CC(c2ccccc2)Sc2ccccc21 (stereo not given) | 9
O=C(CSc1nnc2[nH]c(=O)cc(-c3ccccc3)n12)NCC1CCCO1 (stereo not given) | 3

Compounds above containing an NH in an aromatic ring (4):
SMILES	PriA SSB inh
Cc1cn2c(nc3c2c(=O)n(Cc2c(Cl)cccc2Cl)c(=O)n3C)[nH]1	-12
O=C(CSc1nnc2[nH]c(=O)cc(-c3ccccc3)n12)NCC1CCCO1 (stereo not given)	3
O=C(NCCc1c[nH]c2ccccc12)c1cc(=O)c(OCc2ccccc2)co1	-6
Cc1cc(C)n(-c2cc(NC(=O)CCn3ccc(=O)[nH]c3=O)ncn2)n1	-10

New compounds follow:
SMILES	PriA SSB inh
O=C(Cc1nnc(-c2ccccc2)o1)NCc1ccco1	-11
CCc1ccc(O)c2ncccc12	28
O=C(Nc1ccc(SC(F)F)cc1)c1ccc(Cl)c([N+](=O)[O-])c1	10
Cc1ccc(F)cc1NC(=O)CSc1ncc(S(=O)(=O)c2ccc(Cl)s2)c(N)n1	-6
C(=N/N1CCOCC1)/c1nc(-c2ccccc2)n2ccccc12	9
Cn1c(SCC(=O)Nc2ccccc2F)nnc1-c1ccc(=O)n(C)c1	-13
NC(=O)C1Cc2ccccc2N1C(=O)c1ccccc1S(=O)(=O)C(F)F (stereo not given)	-1
O=C(Cc1ccccc1Br)NC1(c2nc(-c3ccsc3)no2)CCCCC1	0
CCOC(=O)c1cccc(NC(=O)CSc2nc3c(-c4ccccc4)c[nH]c3c(=O)n2C)c1	-4
Cn1nccc1C(=O)Nc1ccccc1C#N	4
Cc1ccc2nc(NC(=O)Cc3csc(NC(=O)c4ccc(Cl)cc4)n3)sc2c1	-9
Cc1cccc(OCC(=O)NCCCN2CCN(c3ccccc3)CC2)c1	-1
Cc1ccccc1C(=O)Nc1ccc(C(=O)NN=Cc2ccc(F)cc2)cc1	1
CCOc1ccc(C(O)=C2C(=O)C(=O)N(CC3CCCO3)C2c2ccco2)cc1 (stereo not given)	-22
COc1ccc(CCNC(=O)C(=O)NCc2ccccc2Cl)cc1OC	-10
Cc1ccc2nc(NN=Cc3ccc([N+](=O)[O-])o3)nc(-c3ccccc3)c2c1	-8
COc1ccccc1C(=O)NN=C(C)CC(=O)Nc1ccccc1NC(C)=O	-6
O=C(Cc1ccc(F)cc1)Nc1nc(CN2CCc3ccccc3C2)cs1	-5
CN1CCN(S(=O)(=O)/C=C/c2ccccc2)C2(CCCC2)C1	-16
C=C1N(c2cccc(C(F)(F)F)c2)C(=O)OC1(C)C	-2&6
CC(Sc1nc2ccccc2[nH]1)C(=O)Nc1nnc(-c2ccc(F)cc2)s1 (stereo not given)	6
CN1NC(C(=O)Nc2nc(-c3ccccn3)cs2)=CCC1=O	124*
O=C(NCCCSc1nc2ccccc2s1)Nc1ncccn1	4
O=C(c1ccccc1F)N1CCN(Cc2nc(-c3ccco3)cs2)CC1	2
O=C(NCCc1csc2nc(-c3ccc(Cl)cc3)nn12)C(=O)Nc1ccc2c(c1)OCCO2	-20
Cc1cc(C(=O)NCCSC2CCOCC2)c(C)o1	-3
COC(=O)CN[C@@H](c1ccccc1)c1cc(Br)ccc1NC(=O)CCCNC(=O)OCc1ccccc1	-10
COc1ccc(C=NNC(=O)C(=O)N2CCCCCC2)cc1[N+](=O)[O-]	-5
CCN(CC)C(=O)C1CCCN(c2ccc([N+](=O)[O-])cc2C=NNC(=O)c2cccc(Br)c2)C1 (stereo not given)	-6
CCCC(=O)Nc1nnc(-c2cc(C)n(C)n2)o1	-8
Cc1ccc(C=NNc2ccc3c(C(F)(F)F)cc(C(F)(F)F)nc3n2)cc1	3
CC(CC(=O)NCc1ccco1)=NNC(=O)Cc1ccc(Cl)cc1	5
C=Cc1ccc(CSc2nc3cc(C(=O)N4CCOCC4)ccc3c(=O)n2-c2cccc(OC)c2)cc1	16
O=C(Cc1cccs1)NCCc1ccc(N2CCCC2)cc1	-4
Cc1cc(C(=O)N2C3C=CCC2CC3)c(C)o1 (stereo not given)	3
COc1ccc2c(c1)CCC[C@@]2(O)CNC(=O)c1cccc(Br)c1	3
O=C1c2cccc3c(Cl)ccc(c23)C(=O)N1CCc1ccccc1	0&11
COc1ccccc1NC(=O)c1cc(-c2cccc(C(F)(F)F)c2)oc1C	-17
O=C(NN=Cc1cc2ccccc2nc1Cl)[C@H]1C[C@@H]1c1ccccc1	-8
O=C(CNC(=O)C12CC3CC(CC(C3)C1)C2)N/N=C/c1c[nH]c2ccccc12	-7
CC(O)CCC(=O)NCCc1nc2ccccc2n1Cc1ccccc1F (stereo not given)	5
Cc1ccc2nc(NC(=O)CSc3nnc(-c4ccc(=O)n(C)c4)n3C)sc2c1	-8
COc1ccc(C=NNC(=O)c2ccc(CSc3nc(C)cc(C)n3)cc2)cc1O	-8
COc1ccc(CCC(=O)O)c(OC)c1OC	-16
CCCCOc1ccc(NC(=O)N2CCC[C@H](Cc3nc(C4CC4)no3)C2)cc1	-6
CC(=O)Nc1nnc(-c2cc(C)n(C)n2)o1	12

In the list so far, 7 contain bromine.
SMILES	PriA SSB inh
Cc1ccc(NC(=O)c2oc3ccccc3c2NC(=O)c2cccc(Br)c2)cc1C	-4
O=C(NN=Cc1ccccn1)c1ccc(Br)o1	-3
Cc1nc2ncccc2c(=O)n1-c1ccc(F)c(NC(=O)c2ccccc2Br)c1	-16
O=C(Cc1ccccc1Br)NC1(c2nc(-c3ccsc3)no2)CCCCC1	0
COC(=O)CN[C@@H](c1ccccc1)c1cc(Br)ccc1NC(=O)CCCNC(=O)OCc1ccccc1	-10
CCN(CC)C(=O)C1CCCN(c2ccc([N+](=O)[O-])cc2C=NNC(=O)c2cccc(Br)c2)C1 (stereo not given)	-6
COc1ccc2c(c1)CCC[C@@]2(O)CNC(=O)c1cccc(Br)c1	3

Screening data as filed in PubChem.
